Source: PubChem
All columns: NCI-60 one-dose screen, growth in % after 48 h at 10 µM unless noted; 100 = growth as untreated, 0 = no growth, -100 = all killed.
NCI-H226: NCI-H226 lung cancer | AID 1794732 | 79,000 tested, 3.5% active
NCI/ADR-RES: NCI/ADR-RES ovarian cells; 81,000 tested, 4.4% active; AID 1794790
SK-OV-3: SK-OV-3 ovarian cancer cells. 80,000 tested, 3.2% active. AID 1794785
OVCAR-3: OVCAR-3 ovarian cancer; AID 1794787; 79,000 tested, 7% active
OVCAR-5: OVCAR-5 ovarian cancer | 82,000 tested, 2.9% active | AID 1794783
OVCAR-4: OVCAR-4 ovarian cancer cells | 80,000 tested, 3.7% active | AID 1794784
SN12C: SN12C renal cancer cells | 81,000 tested, 3.8% active | AID 1794767
NCI-H23: NCI-H23 lung cancer. 80,000 tested, 4% active. AID 1794731
IGROV1: IGROV1 ovarian cancer; 79,000 tested, 4.7% active; AID 1794786
* hit, by the source's call; & = joins results of further samples; [ ] = dose if it differs, or a comment. The calls were made as follows: active = growth percent below 10; inactive = the rest. Not a hit list. About 9.4% of those tested had a hit in this group.

What do the screens show for `COc1ccc(C(=O)/C=C/c2c(Cl)nc3c(c(C)nn3-c3ccccc3)c2-c2ccc(Br)cc2)cc1`?
NCI-H226: 97; NCI/ADR-RES: 108; SK-OV-3: 97; OVCAR-3: 115; OVCAR-5: 100; OVCAR-4: 107; SN12C: 99; NCI-H23: 105; IGROV1: 116

How did COc1ccc(-c2cc(-c3ccc(Cl)cc3)c(C#N)c(=O)n2Cc2ccc(C(=O)Nc3ccccc3N)cc2)cc1 do in these assays?
NCI-H226: 81; NCI/ADR-RES: 71; SK-OV-3: 93; OVCAR-3: 43; OVCAR-5: 97; OVCAR-4: 76; SN12C: 79; NCI-H23: 77; IGROV1: 78

How did CC(C)C1(c2ccccc2)NC(=O)NC1=O (stereo not given) do in these assays?
NCI-H226: 99; NCI/ADR-RES: 104; SK-OV-3: 99; OVCAR-3: 108; OVCAR-5: 96; OVCAR-4: 96; SN12C: 91; NCI-H23: 92; IGROV1: 104

Results for CCCNC(C)(C)COC(=O)c1ccccc1 ?
NCI-H226: 91; NCI/ADR-RES: 95; SK-OV-3: 100; OVCAR-3: 103; OVCAR-5: 100; OVCAR-4: 107; SN12C: 90; NCI-H23: 110; IGROV1: 104

Results for CC(=O)c1ccc(NC(=O)CSc2nnc3n(Cc4ccccc4)c(=O)c4c(C)c(C(N)=O)sc4n23)cc1 ?
NCI-H226: 129; NCI/ADR-RES: 104; SK-OV-3: 102; OVCAR-3: 95; OVCAR-5: 105; OVCAR-4: 120; SN12C: 108; NCI-H23: 99; IGROV1: 114

How did COc1ccc(-c2nc3ccc(-c4nnc(SCC(=O)Nc5ccc(C(C)=O)cc5)o4)cc3[nH]2)cc1 do in these assays?
NCI-H226: 100; NCI/ADR-RES: 118; SK-OV-3: 118; OVCAR-3: 138; OVCAR-5: 107; OVCAR-4: 109; SN12C: 113; IGROV1: 107

Results for Cc1ccc(/C=C/C(=O)c2ccc(Nc3nc(NCCO)nc(N4CCOCC4)n3)cc2)cc1 ?
NCI/ADR-RES: 95; OVCAR-3: 101; OVCAR-5: 102; OVCAR-4: 96; SN12C: 94; NCI-H23: 99; IGROV1: 102

How did O=C(O)c1cc(=O)[nH]c2ccccc12 do in these assays?
NCI-H226: 95; NCI/ADR-RES: 106&101; SK-OV-3: 98&94; OVCAR-3: 109&107; OVCAR-5: 91&103; OVCAR-4: 114&102; SN12C: 101&100; NCI-H23: 100&103; IGROV1: 113&102

Results for CC(C)CCc1ccc(O)cc1 ?
NCI-H226: 111; NCI/ADR-RES: 106; SK-OV-3: 106; OVCAR-3: 105; OVCAR-5: 107; SN12C: 100; NCI-H23: 103; IGROV1: 102

How did O=C(OC1COC(c2ccccc2)OC1C1OC(c2ccccc2)OCC1OC(=O)c1ccccc1)c1ccccc1 (stereo not given) do in these assays?
NCI-H226: 91; NCI/ADR-RES: 106; SK-OV-3: 112; OVCAR-3: 111; OVCAR-5: 100; OVCAR-4: 122; SN12C: 96; NCI-H23: 102; IGROV1: 114

6 entries drawn at random from those above:
Results for Cc1ccc(/C=C/C(=O)c2ccc(Nc3nc(NCCO)nc(N4CCOCC4)n3)cc2)cc1 ?
NCI/ADR-RES: 95; OVCAR-3: 101; OVCAR-5: 102; OVCAR-4: 96; SN12C: 94; NCI-H23: 99; IGROV1: 102

How did COc1ccc(-c2cc(-c3ccc(Cl)cc3)c(C#N)c(=O)n2Cc2ccc(C(=O)Nc3ccccc3N)cc2)cc1 do in these assays?
NCI-H226: 81; NCI/ADR-RES: 71; SK-OV-3: 93; OVCAR-3: 43; OVCAR-5: 97; OVCAR-4: 76; SN12C: 79; NCI-H23: 77; IGROV1: 78

How did O=C(O)c1cc(=O)[nH]c2ccccc12 do in these assays?
NCI-H226: 95; NCI/ADR-RES: 106&101; SK-OV-3: 98&94; OVCAR-3: 109&107; OVCAR-5: 91&103; OVCAR-4: 114&102; SN12C: 101&100; NCI-H23: 100&103; IGROV1: 113&102

Results for CCCNC(C)(C)COC(=O)c1ccccc1 ?
NCI-H226: 91; NCI/ADR-RES: 95; SK-OV-3: 100; OVCAR-3: 103; OVCAR-5: 100; OVCAR-4: 107; SN12C: 90; NCI-H23: 110; IGROV1: 104

Results for CC(C)CCc1ccc(O)cc1 ?
NCI-H226: 111; NCI/ADR-RES: 106; SK-OV-3: 106; OVCAR-3: 105; OVCAR-5: 107; SN12C: 100; NCI-H23: 103; IGROV1: 102

How did COc1ccc(-c2nc3ccc(-c4nnc(SCC(=O)Nc5ccc(C(C)=O)cc5)o4)cc3[nH]2)cc1 do in these assays?
NCI-H226: 100; NCI/ADR-RES: 118; SK-OV-3: 118; OVCAR-3: 138; OVCAR-5: 107; OVCAR-4: 109; SN12C: 113; IGROV1: 107

(continued)
What do the screens show for `COc1ccc(-c2cc(-c3ccc(Nc4nc(Nc5ccc(Cl)cc5)nc(Nc5ccc(Cl)cc5)n4)cc3)nc(N)c2C#N)cc1`?
NCI-H226: 9.9*; NCI/ADR-RES: 51; SK-OV-3: 104; OVCAR-3: -15*; OVCAR-5: 37; OVCAR-4: 15; SN12C: 58; NCI-H23: 30; IGROV1: 6.5*

Results for CCOC(=O)/C(=C/c1ccccc1)C(=O)c1ccccc1 ?
NCI-H226: 84; NCI/ADR-RES: 65; SK-OV-3: 93; OVCAR-3: 63; OVCAR-5: 97; OVCAR-4: 82; SN12C: 73; NCI-H23: 82; IGROV1: 66

Results for O=c1cc(N2CCN(Cn3cncn3)CC2)c2cc(F)ccc2[nH]1 ?
NCI-H226: 95; NCI/ADR-RES: 104; SK-OV-3: 112; OVCAR-3: 109; OVCAR-5: 90; OVCAR-4: 80; SN12C: 83; NCI-H23: 94; IGROV1: 89

Results for COC1C(=O)CCC2(CO2)C1(O)C1(C)OC1CC=C(C)C (stereo not given) ?
NCI-H226: 77; NCI/ADR-RES: 82; SK-OV-3: 104; OVCAR-3: 87; OVCAR-5: 81; OVCAR-4: 81; SN12C: 66; NCI-H23: 70

How did O=C(O)C(O)c1ccc(Cl)c(Cl)c1 (stereo not given) do in these assays?
NCI-H226: 100; NCI/ADR-RES: 101; SK-OV-3: 99; OVCAR-3: 103; OVCAR-5: 115; OVCAR-4: 104; SN12C: 99; NCI-H23: 93; IGROV1: 105

Results for Cc1[nH]c(=S)[nH]c(=O)c1CCC1OCCO1 ?
NCI-H226: 92; NCI/ADR-RES: 99; SK-OV-3: 112; OVCAR-3: 100; OVCAR-5: 100; OVCAR-4: 114; SN12C: 96; NCI-H23: 94; IGROV1: 94

What do the screens show for `Cc1nc(C#N)c(N2CCC(c3nc(-c4ccc(F)cc4)no3)CC2)o1`?
NCI-H226: 96; NCI/ADR-RES: 101; OVCAR-3: 111; OVCAR-5: 95; OVCAR-4: 93; SN12C: 97; NCI-H23: 90; IGROV1: 92

What do the screens show for `O=c1[nH]nc2c3[nH]cnc3ncn2c1=O`?
NCI-H226: 100; NCI/ADR-RES: 105; SK-OV-3: 113; OVCAR-3: 105; OVCAR-5: 106; OVCAR-4: 106; SN12C: 107; NCI-H23: 103; IGROV1: 108

What do the screens show for `Cc1ccc(-c2cc3nc4oc(-c5ccccc5)nc4c(=O)n3[nH]2)cc1`?
NCI-H226: 92; NCI/ADR-RES: 97; SK-OV-3: 88; OVCAR-3: 111; OVCAR-5: 95; OVCAR-4: 111; SN12C: 89; NCI-H23: 101; IGROV1: 100

How did COC(=O)[C@H](Cc1cn(C)cn1)NC(=O)[C@@H](NC(=O)Nc1cc(C(F)(F)F)cc(C(F)(F)F)c1)C(C)C do in these assays?
NCI-H226: -52*[100 µM]; NCI/ADR-RES: -22*[100 µM]; SK-OV-3: -100*[100 µM]; OVCAR-3: -97*[100 µM]; OVCAR-5: -96*[100 µM]; OVCAR-4: -96*[100 µM]; SN12C: -86*[100 µM]; NCI-H23: -77*[100 µM]; IGROV1: -71*[100 µM]

What do the screens show for `COc1cccc(-c2cnc3nonc3n2)c1`?
NCI-H226: 103; NCI/ADR-RES: 83; SK-OV-3: 111; OVCAR-3: 62; OVCAR-5: 110; OVCAR-4: 69; SN12C: 106; NCI-H23: 83; IGROV1: 95

How did O=C(c1ccc2nc(NS(=O)(=O)c3ccc4ccccc4c3)sc2c1)N1CCN(c2ccc(Cl)c(Cl)c2)CC1 do in these assays?
NCI-H226: 93; NCI/ADR-RES: 101; SK-OV-3: 90; OVCAR-3: 103; OVCAR-5: 96; OVCAR-4: 105; SN12C: 107; NCI-H23: 102; IGROV1: 106

Results for O=c1cc(-c2ccccc2)nc2sc(-c3c[nH]c4ccccc34)nn12 ?
NCI-H226: 81; NCI/ADR-RES: 92; SK-OV-3: 111; OVCAR-5: 93; OVCAR-4: 99; SN12C: 83; NCI-H23: 91; IGROV1: 86

How did CC(C)N(CCOC(=O)Nc1ccccc1Cl)C(C)C do in these assays?
NCI-H226: 86; NCI/ADR-RES: 105; SK-OV-3: 102; OVCAR-3: 112; OVCAR-5: 111; OVCAR-4: 119; SN12C: 99; NCI-H23: 105; IGROV1: 107

How did O=C(Nc1cccc(Cl)c1)ON1CCCCC1 do in these assays?
NCI-H226: 93; NCI/ADR-RES: 108; SK-OV-3: 100; OVCAR-3: 105; OVCAR-5: 110; OVCAR-4: 107; SN12C: 101; NCI-H23: 104; IGROV1: 122

Results for C=CCNC(=S)Nc1ccccc1 ?
NCI-H226: 98; NCI/ADR-RES: 103; SK-OV-3: 106; OVCAR-3: 98; OVCAR-5: 107; OVCAR-4: 105; SN12C: 95; NCI-H23: 105; IGROV1: 97

What do the screens show for `CCCCCc1ccc(C)cc1OC(=O)CC`?
NCI-H226: 108; NCI/ADR-RES: 103; SK-OV-3: 110; OVCAR-3: 106; OVCAR-5: 112; OVCAR-4: 109; SN12C: 102; NCI-H23: 98; IGROV1: 103

How did CCOC(=O)C(=Cc1ccc(N(C)C)cc1)C(=O)OCC do in these assays?
NCI-H226: 106; NCI/ADR-RES: 97; SK-OV-3: 110; OVCAR-3: 101; OVCAR-5: 131; OVCAR-4: 99; SN12C: 99; NCI-H23: 89; IGROV1: 98

What do the screens show for `O=C(Cn1nnc(N2CCCCC2)n1)N/N=C/c1ccccc1O`?
NCI-H226: 81; NCI/ADR-RES: 72; SK-OV-3: 84; OVCAR-3: 83; OVCAR-5: 107; OVCAR-4: 77; SN12C: 94; NCI-H23: 89; IGROV1: 78

What do the screens show for `CC(C)(CO)NCC(O)CS(=O)(=O)O` (stereo not given)?
NCI-H226: 110; NCI/ADR-RES: 108; SK-OV-3: 102; OVCAR-3: 124; OVCAR-5: 95; OVCAR-4: 114; SN12C: 102; NCI-H23: 100; IGROV1: 111

What do the screens show for `O=C(CC(O)c1ccncc1)c1ccccc1O` (stereo not given)?
NCI-H226: 96; NCI/ADR-RES: 104; SK-OV-3: 103; OVCAR-3: 110; OVCAR-5: 93; SN12C: 103; NCI-H23: 114; IGROV1: 96

How did CN1CCN(c2nc3sc4c(c3c(=O)[nH]2)CCCC4)CC1 do in these assays?
NCI-H226: 97; NCI/ADR-RES: 107; SK-OV-3: 92; OVCAR-3: 103; OVCAR-5: 104; OVCAR-4: 103; SN12C: 103; NCI-H23: 97; IGROV1: 99

How did Cc1noc(C)c1C(=O)Nc1n[nH]c(C)c1-c1ccccc1 do in these assays?
NCI-H226: 101; NCI/ADR-RES: 109; SK-OV-3: 101; OVCAR-3: 110; OVCAR-5: 106; OVCAR-4: 78; SN12C: 94; NCI-H23: 108; IGROV1: 126

What do the screens show for `CC(=O)CCN1C(=O)c2ccccc2C1=O`?
NCI-H226: 91; NCI/ADR-RES: 97; SK-OV-3: 104; OVCAR-3: 103; OVCAR-5: 103; OVCAR-4: 93; SN12C: 91; NCI-H23: 100; IGROV1: 102

Results for COc1cccc(/C=C\C(=O)CCN2CCCC2)c1OC ?
NCI-H226: 91; NCI/ADR-RES: 94; SK-OV-3: 102; OVCAR-3: 97; OVCAR-5: 125; OVCAR-4: 98; SN12C: 90; NCI-H23: 91; IGROV1: 83

What do the screens show for `CC1CCC(C(C)C)C(OC(=O)c2ccc([N+](=O)[O-])cc2)C1` (stereo not given)?
NCI-H226: 111; NCI/ADR-RES: 95; SK-OV-3: 105; OVCAR-3: 115; OVCAR-5: 111; OVCAR-4: 90; SN12C: 100; NCI-H23: 97; IGROV1: 108

How did COc1cc2ccc(C(C)=O)cc2cc1OC do in these assays?
NCI-H226: 81; NCI/ADR-RES: 103; SK-OV-3: 96; OVCAR-3: 100; OVCAR-5: 92; OVCAR-4: 120; SN12C: 95; NCI-H23: 99; IGROV1: 106

What do the screens show for `COc1ccc(/C=C/C(=O)c2cc(CC=C(C)C)c(OC)cc2OC)c(OC)c1`?
NCI-H226: 95; NCI/ADR-RES: 86; SK-OV-3: 107; OVCAR-3: 92; OVCAR-5: 80; OVCAR-4: 95; SN12C: 96; NCI-H23: 94; IGROV1: 78

Results for O=C(CNC(=O)c1nc(-c2ccccc2)n(-c2ccccc2)n1)NO ?
NCI-H226: 89; NCI/ADR-RES: 109; SK-OV-3: 100; OVCAR-3: 102; OVCAR-5: 100; OVCAR-4: 103; NCI-H23: 96; IGROV1: 105

Results for CC(=O)c1cccc(-c2nc(N)nc(Nc3ccccc3SSc3ccccc3Nc3nc(N)nc(-c4cccc(C(C)=O)c4)n3)n2)c1 ?
NCI-H226: 88; NCI/ADR-RES: 108; SK-OV-3: 109; OVCAR-3: 111; OVCAR-5: 96; OVCAR-4: 84; SN12C: 85; NCI-H23: 91; IGROV1: 78

How did CCNC(=O)Oc1ccc(/C(=C(/C)Cc2ccc(OC)cc2)c2ccc(OCCN3CCCC3)cc2)cc1 do in these assays?
NCI-H226: 90; NCI/ADR-RES: 86; SK-OV-3: 88; OVCAR-3: 78; OVCAR-5: 84; OVCAR-4: 74; SN12C: 76; NCI-H23: 87; IGROV1: 88
